Compound activity (PubChem BioAssay)
RXFP1 antag = RXFP1 (human) relaxin receptor antagonism; AID 1259400; HEK293-RXFP1, relaxin-stimulated cAMP HTRF, 30 min; active compounds read low; activity change, negative = inhibition, % at 57.5 µM; 0.59% of 350,000 active; Q9HBX9;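 active = activity change of -60% or lower, but not beyond a set lower limit; inconclusive = change between -60% and -40%, or beyond the set limit; inactive = change above -40%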; also: % is scaled to controls: 0 for no effect and ±100 for the full control effect
Pol beta inh = blocks human DNA polymerase beta activity | P06746 | Pol beta primer extension/strand displacement, fluorescence kinetic | Potency, µM (doses to about 114 µM), inactives show at the top dose activity change, negative = inhibition, most hits filed as inhibitors | 1.3% of 340,000 active | AID 485314; also: potency is read from the fitted curve at half-maximal effect; % is scaled to controls: 0 for no effect and ±100 for the full control effect
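Pol beta (10 nM) and compounds were preincubated 15 min at room temperature, then 50 nM substrate (final) started primer extension/strand displacement. Reads were taken at 0 and 10 min; concentration-response data were fitted to a four-parameter Hill equation.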
Pol kappa inh = inhibitors of human DNA polymerase kappa | purified Pol kappa, fluorescent DNA synthesis assay, 10 min | Potency, µM (series often up to 107 µM), without a hit: at the top dose activity, negative = inhibition, hits mostly inhibitors | 0.53% of 400,000 active; also: potency is read from the fitted curve at half-maximal effect; % is scaled to controls: 0 for no effect and ±100 for the full control effect
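Readout: fluorescence, taken kinetically at 0 and 10 min. Conditions: 10 nM Pol kappa, 15 min RT compound preincubation, 50 nM substrate final. Controls: enzyme-free buffer wells.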
BLM helicase inh = blocks DNA unwinding by human BLM helicase. P54132. recombinant BLM DNA unwinding, fluorescence dequenching. Potency, µM (series often up to 56.1 µM), without a hit: at the top dose activity change, negative = inhibition, usual class: inhibitors. 0.2% of 350,000 active;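 also: potency is read from the fitted curve at half-maximal effect; plate controls were vehicle for no effect and no enzyme for full effect; nearly all actives have a fitted effect of over 35% in size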
APE1 inh = blocks human APE1 abasic DNA cleavage | P27695 | recombinant APE1, TAMRA/BHQ-2 abasic DNA cleavage fluorescence | Potency, µM (series often up to 65.8 µM), for the others: at the highest dose activity change, negative = inhibition, actives largely listed as inhibitors | 0.35% of 350,000 active;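 also: potency is read from the fitted curve at half-maximal effect; plate controls were vehicle for no effect and reference inhibitor for full effect; nearly all actives have a fitted effect of over 55% in size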
Target sequence (P27695 whole entry, looked up): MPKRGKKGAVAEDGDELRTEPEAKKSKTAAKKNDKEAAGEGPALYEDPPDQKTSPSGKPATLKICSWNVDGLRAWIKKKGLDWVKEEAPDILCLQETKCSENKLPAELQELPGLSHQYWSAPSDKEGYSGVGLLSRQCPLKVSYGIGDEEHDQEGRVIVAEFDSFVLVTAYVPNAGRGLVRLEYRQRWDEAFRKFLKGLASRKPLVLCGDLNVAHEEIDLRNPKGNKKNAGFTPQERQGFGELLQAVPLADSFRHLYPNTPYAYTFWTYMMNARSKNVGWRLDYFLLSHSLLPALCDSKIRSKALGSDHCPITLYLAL
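Activity was derived from the fluorescence gain between first and third kinetic reads (60 s intervals, ex 525/em 598 nm) after 50 nM THF-abasic TAMRA/BHQ-2 duplex was added to 0.75 nM APE1 preincubated 15 min with compound.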
POLI inh = inhibitors of human DNA polymerase iota | Pol iota fluorescent replication assay, 10 min | Potency, µM (highest dose often 115 µM), without a hit: at the highest dose activity, negative = inhibition, actives largely listed as inhibitors | 1% of 390,000 active; also: potency is read from the fitted curve at half-maximal effect
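Fluorescent replication assay read twice, at 0 min and 10 min after adding 50 nM (final) substrate. Enzyme (10 nM) and compounds were first incubated 15 min at room temperature; enzyme-free buffer wells were negative controls.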
Pol eta inh = inhibitors of human DNA polymerase eta; Q9Y253; recombinant Pol eta, fluorescent DNA replication assay; Potency, µM (top dose mostly 114 µM), inactives show at the highest dose activity change, negative = inhibition, hits mostly inhibitors; 1.2% of 390,000 active; AID 588591; also: potency is read from the fitted curve at half-maximal effect; % is scaled to controls: 0 for no effect and ±100 for the full control effect
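Pol eta (10 nM) was preincubated with compounds for 15 min at room temperature, after which fluorescent replication substrate (50 nM final) was added to start the reaction. Fluorescence was read kinetically at 0 and 10 min.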
Anesthetic bind = candidate novel general anesthetic via apoferritin binding | P02791 | apoferritin/1-aminoanthracene competitive binding, fluorescence | Potency, µM (highest dose often 77.5 µM), for inactives: top-dose activity change, negative = displacement, usual class: inhibitors | 0.074% of 350,000 active | AID 485281; also: potency is read from the fitted curve at half-maximal effect; % is scaled to controls: 0 for no effect and ±100 for the full control effect; nearly all actives have a fitted effect of over 20% in size
Target sequence (P02791 2-175 limits assumed): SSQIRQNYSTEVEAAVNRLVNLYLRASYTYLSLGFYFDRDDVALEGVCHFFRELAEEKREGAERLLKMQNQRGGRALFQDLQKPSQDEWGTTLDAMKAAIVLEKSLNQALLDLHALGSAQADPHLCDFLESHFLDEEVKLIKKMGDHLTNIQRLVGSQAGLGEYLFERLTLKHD
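10 uM apoferritin + 50% sat. 1-AMA, PBS; cpd 10 min RT; Ex380/Em535 endpoint; normalized to free probe vs complex; 4-param Hill fit; propofol titration as pos. ctrl.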
Tb PGK inh = blocks T. brucei phosphoglycerate kinase | PGK/GAPDH coupled, Kinase-Glo luminescence, 60 min | AID 602233 | Potency, µM (doses to about 57.5 µM), inactives show top-dose activity change, negative = inhibition, usual class: inhibitors | 0.043% of 380,000 active | P07378; also: potency is read from the fitted curve at half-maximal effect; % is scaled to controls: 0 for no effect and ±100 for the full control effect; nearly all actives have a fitted effect of over 60% in size
Target sequence (P07378 whole entry, looked up): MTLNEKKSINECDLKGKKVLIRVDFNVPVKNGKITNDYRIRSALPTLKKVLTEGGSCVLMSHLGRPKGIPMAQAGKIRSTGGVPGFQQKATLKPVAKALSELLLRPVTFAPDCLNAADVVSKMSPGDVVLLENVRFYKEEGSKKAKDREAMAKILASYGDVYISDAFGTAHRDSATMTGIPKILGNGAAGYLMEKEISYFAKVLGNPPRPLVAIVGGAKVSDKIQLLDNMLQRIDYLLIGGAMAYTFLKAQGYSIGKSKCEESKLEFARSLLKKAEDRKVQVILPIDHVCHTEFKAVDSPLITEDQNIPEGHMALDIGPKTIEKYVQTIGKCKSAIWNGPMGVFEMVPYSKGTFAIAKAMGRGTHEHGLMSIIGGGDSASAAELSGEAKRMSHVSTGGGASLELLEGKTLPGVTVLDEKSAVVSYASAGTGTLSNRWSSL
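Recombinant glycosomal PGK reaction used 1,3-bisphosphoglycerate generated in-well by GAPDH (100nM final) in 100mM TEA pH 7.6, 5mM MgCl2, 0.01% Tween-20. After 60 minutes at room temperature, ATP was read by Kinase-Glo Plus luminescence end-point.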
* marks the source's active call; other numbers are inactive results; i = inactive; ? = inconclusive; . = no result given; & = joins results of further samples; [ ] = another dose, or the depositor's remark. Unless noted, calls follow the shape of the dose curve; as a rule, active = well fitted curve in the direction sought with a large enough effect; inconclusive = small, poorly fitted or top-dose-only effect, or another doubt; inactive = no such curve, though single readings can be large; an effect the other way counts as inactive or inconclusive. These rows are one share of the data; the hit share may differ from the screen's.

SMILES	RXFP1 antag	Pol beta inh	Pol kappa inh	BLM helicase inh	APE1 inh	POLI inh	Pol eta inh	Anesthetic bind	Tb PGK inh
CCCN1CCN(c2ncnc3sc(C(=O)Nc4ccc(C(C)C)cc4)c(C)c23)CC1	.	0%	-11%[60.1 µM]	-8%	.	-1%	-20%	?	0%
Cc1cccc(-n2c(SCC(=O)Nc3ccc4c(c3)OCO4)nnc2-c2ccoc2C)c1	14	0%	-10%	-6%	-5%	-2%	5%	0%	-8%
CCC(C(=O)NCc1ccco1)N(C(=O)CNS(=O)(=O)c1ccccc1)C1CCCCC1 (stereo not given)	20	0%	-7%	-2%	2%	16%	4%	?	.
C=CCNC(=O)c1cn(CC)c2cc(N3CCN(C(=O)c4ccco4)CC3)c(F)cc2c1=O	-15	-4%	-9%	-3%	36%	-20%	0%	-9%	-1%
COc1ccc(C)cc1NC1(c2ccccc2)C(=O)c2ccccc2C1=O	.	5%	-7%	-9%	.	-11%	-12%	-8%	-7%
COCCCn1c(C(=O)NC2CCCCC2C)cc2c(=O)n3cccc(C)c3nc21 (stereo not given)	8	50%	-7%	0%	-6%	-13%	0%	4%	2%
CCC1CCCCN1CCCNC(=O)CN1C(=O)c2cccnc2Oc2ccc(Cl)cc21 (stereo not given)	7&-2	?	10%&-21%	4%&1%	79%[activator]	16%&26%	-5%&-10%	4%&-11%	-4%&-1%
Cc1ccc(S(=O)(=O)c2cc3c(=O)n4cccc(C)c4nc3n(C3CCCCC3)c2=N)cc1	-5	7%	-9%	-1%	-13%	-18%	-10%	3%	-5%
CCNC(=O)OCc1cn(-c2ccccc2)nn1	-7	2%	-13%	-3%	-4%	34%[activator]	2%	-9%	1%
CCCC(=O)C1=C(SCC)CC(C)(C)C(C(=O)OC)C1=O (stereo not given)	6	0%	-8%	-1%	-4%	9%	-12%	-5%	1%

Three entries from above, sorted by their value in Pol eta inh, descending.
| structure | RXFP1 antag | Pol beta inh | Pol kappa inh | BLM helicase inh | APE1 inh | POLI inh | Pol eta inh | Tb PGK inh |
| --- | --- | --- | --- | --- | --- | --- | --- | --- |
| CCC(C(=O)NCc1ccco1)N(C(=O)CNS(=O)(=O)c1ccccc1)C1CCCCC1 (stereo not given) | 20 | 0% | -7% | -2% | 2% | 16% | 4% | . |
| C=CCNC(=O)c1cn(CC)c2cc(N3CCN(C(=O)c4ccco4)CC3)c(F)cc2c1=O | -15 | -4% | -9% | -3% | 36% | -20% | 0% | -1% |
| CCCC(=O)C1=C(SCC)CC(C)(C)C(C(=O)OC)C1=O (stereo not given) | 6 | 0% | -8% | -1% | -4% | 9% | -12% | 1% |

Next section.
SMILES	RXFP1 antag	Pol beta inh	Pol kappa inh	BLM helicase inh	APE1 inh	POLI inh	Pol eta inh	Anesthetic bind	Tb PGK inh
Cc1ccccc1-c1nn2c(-c3ccccc3)nnc2s1	-2	-23%	0%	-5%	0%	?	-3%	?	0%
Cc1cc(C)c(C)c(S(=O)(=O)NC2CCN(Cc3ccccc3)CC2)c1C	-11	6%	-7%	-3%	-4%	35%[activator]	-24%	-20%	-2%
CCCNC(=O)c1ccccc1NC(=O)c1ccccc1N(C)S(C)(=O)=O	-7	-2%	5%	-3%	6%	16%	-11%	-5%	-5%
COc1ccnc(Oc2ccccc2)c1C(=O)N/C=N/OCc1ccc(F)cc1Cl	-5	17%	-7%	-13%	?	-2%	-15%	?	3%
Nc1c(C(=O)CSc2ncccn2)c(=O)[nH]c(=O)n1C1CC1	4	.	-2%	.	26%	-22%	1%	.	-6%
CCN1CN(Cc2ccccc2)CNC1=S	13	61%	2%	3%	18%	4%	-20%	-1%	-3%
C[C@@H]1COC(=O)[C@@H](Cc2ccc(F)cc2)C/C=C\C[C@@H](CC(=O)NCCO)C(=O)N1	.	.	-7%	.	15%	33%[activator]	-13%	.	0%
Cc1cc(NC(=O)CSc2cc(Cl)ccc2Cl)n(-c2ccccc2)n1	-21	31%	6%	0%	6%	11%	-20%	9%	i
Cc1ccc(S(=O)(=O)N2CCC(C(=O)N[C@@H](Cc3ccccc3)C(=O)O)CC2)cc1	13	17%	-5%	1%	2%	12%	-12%	6%	3%
Cc1ccc(C(=O)Oc2ccc(/C=N/NC(N)=O)cc2)cc1	-20	0%	-5%	-1%	-4%	-5%	-4%	-3%	-3%
CCOC(=O)c1c(NC(=O)CN2C(=O)NC(C)(c3ccccc3)C2=O)sc(C)c1C (stereo not given)	-4	4%	-16%	-9%	9%	2%	-10%	-18%	-3%
O=C(Nc1ccccc1C(=O)N1CCCCC1)c1nsc2ccccc12	-6	10%	-3%[60.1 µM]	0%	.	3%	7%	-5%	-4%
O=C(c1c[nH]c(C(=O)C(Cl)(Cl)Cl)c1)c1ccc(F)cc1Cl	-9	-3%	-7%	-3%	1%	39%[activator]	5%	-12%	-2%
O=C(CCC1CCCN(C(=O)CCN2CCCCC2=O)C1)NCc1ccccc1F (stereo not given)	7	-1%	-4%	0%	21%	29%	5%	-5%	-1%
CCCOc1ccc(-c2nc(=S)[nH][nH]2)cc1	-11	1%	1%	0%	7%	?	3%	0%	-7%
Cc1ccc(/C=C2\SC(=S)N(CCC(=O)NNC(=O)c3cccnc3)C2=O)cc1	.	-4%	-8%	-6%	3%	17%	-9%	0%	i
Cc1ccc(SCc2[nH]nc3c2C(C(C)C)C(C#N)=C(N)O3)cc1 (stereo not given)	-9	12%	5%	-8%	-7%	-8%	-14%	?	i
O=C(Nc1ccc(C(=O)O)cc1)/C(=C\c1ccc2c(c1)OCO2)NC(=O)c1ccc(Br)cc1	-19	7%	-2%	2%	14%	-2%	-10%	-12%	0%
CC1CCN(C(=O)c2nc[nH]c2C(=O)N2CCC(C)CC2)CC1	.	.	-35%	.	1%	-16%	0%	.	-8%
O=C(NCCCc1ccccc1)c1cccc(S(=O)(=O)N2CCOCC2)c1	5	.	-4%	.	-7%	1%	-6%	.	i
COc1cc(/C=N/N=C2/NC(=O)C(Cc3ccc(F)cc3)S2)ccc1O (stereo not given)	-1	5%	-16%	-18%	-4%	?	?	58%[activator]	i
Cc1ccc(-c2n[nH]c(=O)c3ccccc23)cc1S(=O)(=O)N(C)C	1	60%	0%	-4%	3%	4%	-20%	-6%	-7%
COC(=O)c1sc(-c2ccccc2)cc1NC(=O)Nc1ccc(Cl)cc1	-17	28%	0%	-8%	.	-6%	-7%	-9%	3%
O=C(CN1C(=O)c2ccccc2S1(=O)=O)Nc1cccc(S(=O)(=O)N2CCOCC2)c1	4	.	2%	.	35%	96%[activator]	-22%	.	4%
CC(C)CCc1noc(CN2CCC(C(=O)N3CCOCC3)CC2)n1	0	-2%	-10%	-1%	0%	-8%	5%	1%	6%
O=C(N/C(=C\c1ccccc1)C(=O)N1CCCCCC1)c1ccccc1	9	?	-1%	-5%	-2%	82%[activator]	-8%	-19%	i
COc1ccc(/C=C2/N=C3CCCCCN3C2=O)cc1OC	-8	15%	-3%	0%	0%	5%	-1%	-5%	-2%
COc1ccccc1Cc1nnc(NC(=O)C2CCN(C(=O)c3ccco3)CC2)s1	-13	9%	5%	-2%	48%[activator]	58%[activator]	-21%	-9%	-1%
CCNC(=S)N/N=C/c1cc(C)ccc1C	3	1%	-6%	6%	0%	7%	-7%	-4%	-3%
COc1ccc(NC(=O)C(C)N2C(=O)C3CC=C(Cl)CC3C2=O)cc1 (stereo not given)	3	6%	2%	2%	11%	10%	-15%	-10%	-4%
CCN1C(=O)[C@H]2[C@@H](c3ccc(-c4cccc(Cl)c4)c(OC)c3)N[C@@](CC(C)C)(C(=O)OC)[C@H]2C1=O	.	.	-1%	.	-4%	3%	-18%	.	i
Cc1ccc(S(=O)(=O)c2c(N)n(Cc3ccco3)c3nc4ccccc4nc23)cc1C	-3	0%	-16%	-3%	?	1%	-12%	212%[activator]	2%
Cc1ccc(S(=O)(=O)c2nc(C)oc2NCc2ccccc2)cc1	.	1%	.	-6%	-2%	.	.	46%[activator]	.
Cc1cc(=O)oc2c3c(cc(OCC(=O)NCc4cccnc4)c12)OC(C)(C)CC3	.	4%	14%	2%	16%	26%	-17%	0%	-2%
COc1ccc(NC(=O)CN(C)C2CCCCC2)c([N+](=O)[O-])c1	-7	9%	-1%	3%	-7%	1%	?	-1%	-2%
CN(C)S(=O)(=O)c1ccc(N2CCCC2)c(C(=O)Nc2nc3ccc(F)cc3s2)c1	-10	-21%	-17%	-4%	-6%	12%	-26%	2%	-9%
CCOC(=O)C1CCN(C(=O)CSc2nnc(-c3ccco3)n2-c2ccccc2)CC1	-8	20%	-11%	1%	-1%	1%	-12%	-13%	-5%
Cc1ccc(NC(=O)COC(=O)c2oc3ccccc3c2C)cc1S(=O)(=O)N1CCOCC1	-17	.	-11%	.	17%	3%	-8%	.	-2%
O=C(COc1ccccc1Br)NCc1ccco1	6	5%	0%	-1%	-2%	8%	-2%	-9%	-9%
CN(C)CCCNc1nc(-c2ccc(Cl)cc2)nc2ccccc12	-8	?	-9%	70%[activator]	-2%	-13%	-10%	-15%	0%
CCCCNC(=O)N(CC)c1c(N)n(Cc2ccccc2)c(=O)[nH]c1=O	-6	29%	-2%	-2%	3%	106%[activator]	-5%	6%	-5%
Cc1ccc2[nH]c(=O)c3cc(C(=O)N(C)c4ccc(Br)cc4)sc3c2c1	.	4%	6%	-4%	.	10%	-10%	-6%	-6%
O=C(Nc1cnccn1)c1csc2ccccc12	8	19%	-6%	2%	7%	13%	-13%	-8%	-1%
CN(Cc1cnn(C)c1)Cc1nc(COc2ccccc2)no1	4	-21%	-4%	-3%	4%	65%[activator]	-27%	1%	-5%
O=C(OCC(=O)c1ccc[nH]1)c1ccc(S(=O)(=O)N2CCCCC2)cc1	.	?	.	2%	?	.	.	-8%	.
Cc1nnc(SCC(=O)c2cc(C)n(C3CC3)c2C)s1	3	35%	-14%	4%	-3%	-6%	-4%	-21%	2%
CCCCn1c(N)c(N(CC(C)C)C(=O)C2CCN(S(=O)(=O)c3ccccc3)CC2)c(=O)[nH]c1=O	-5	.	-12%	.	22%	112%[activator]	-21%	.	-6%
